Screening results: PubChem BioAssay, several laboratories
T cell modulator – T cell immune modulators affecting CD8 T cell-vesicle binding; AID 2052; calls only at 7 µM; actives 0.068% (n = 330,000); 2C CD8+ T cell-vesicle binding, flow cytometry; hits give low values;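 active = response, share of CD8 T cells binding vesicles, and their 90th percentile fluorescence all below set limits, cut at about 80% in these data, passing the limit was not always enough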
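Also added: QL9-peptide-loaded Drosophila micro-vesicles bearing Ld, ICAM-1 and B7-1; Test system: purified 2C TCR transgenic mouse naive CD8+ T cells; Measured by: cytometric PE anti-B7-1 and Alexa647 anti-CD8 signals after 1% paraformaldehyde fixation; Timing: binding step 1.5 h, 37 °C, antibody labelling 20 min, ice.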
b-catenin transl – alters nuclear translocation of beta-catenin in HeLa cells. immunofluorescence imaging. nuclear translocation activity, % at 5 µM. actives 0.3% (n = 190,000);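 active = nuclear translocation activity above 50% at 5 µM, with a well cell count of 50 or more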;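 also: per-cell ratio of nuclear to cytoplasmic median beta-catenin stain intensity; plate controls were DMSO negative control for no effect and GSK-3 inhibitor IX positive control for full effect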
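Test system: human HeLa cells, native beta-catenin. Compound dosing: 5 µM primary single dose, 0.1% DMSO, 0.02–20 µM confirmation series. Incubation: compound exposure 24 h at 37°C. Detection: beta-catenin immunostaining with DAPI counterstain, 20x imaging, 6 fields/well. Read-out basis: Nuclear/cytoplasmic beta-catenin signal ratio, % activation.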
human PMI inhibitors – human PMI inhibitors, high substrate, primary screen, biochemical, fluorescence intensity, high mannose 6-phosphate (AID 1220); recombinant PMI enzyme, coupled fluorescence intensity; higher % means a stronger effect; one-dose inhibition, % at 20 µM; IC50 in µM for titrated hits; actives 0.66% (n = 190,000)
PMI inhibitors – MPI enzyme activity inhibition – biochemical, fluorescence intensity, coupled assay, primary screen (AID 1209). purified PMI enzyme, coupled fluorescence intensity; higher % means a stronger effect. inhibition, % at 20 µM, or IC50 in µM where a hit was titrated. actives 0.42% (n = 190,000);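 also: plate controls were DMSO vehicle for no effect and wells lacking substrate for full effect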
MT stabilizer – stabilizes microtubules in HeLa cells. actives 0.83% (n = 200,000). HeLa tubulin immunostaining HCS, 24 h; share of cells brighter than vehicle mean+2SD. % tubulin-high responders, % at 10 µM;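 active = plate Z-score above 3 for both tubulin-high and condensed-nucleus cell shares, with cell loss under 80%, at 10 µM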;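 also: anti alpha tubulin signal scored within the nucleus-defined area of each cell; some results filed as inactive read as strong as hits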
TNAP activators – human TNAP enzyme activators, primary screen, biochemical, luminescent, no phosphate acceptor, uHTS (AID 1001) | purified TNAP, luminescent activation assay, no phosphate acceptor; higher activation fold means a stronger effect | one-dose activation fold at 20 µM; EC50 in µM for titrated hits | actives 0.03% (n = 200,000); in the data active = activation fold from about 3, or a potency from the dose series; inactive = the rest, 99 in 100 with activation fold below about 1.6; also: many of its hits are not listed in these tables
Lipid droplet – hepatic lipid droplet formation modulation. AML12 mouse hepatocytes, oleate lipid droplets, BODIPY imaging. inhibition, % at 6.5 µM. actives 0.4% (n = 240,000). AID 1656;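 active = lipid droplet intensity inhibited by at least 50%, with more than 500 cells counted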
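Assay system: AML12 mouse liver cells | Compound: 6.5 µM single-point dosing | Schedule: Overnight exposure | Technique: Fluorescence imaging, 20x objective, two fields per well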
Ins promoter up – MIN6 insulin promoter up-regulation; actives 0.3% (n = 190,000); z-score at 5 µM; MIN6 insulin promoter-GFP reporter, high-content imaging; hits give high values;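 active = z-score above 3 at 5 µM with at least 500 cells counted in the well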
Autophagy HCS – modulators of autophagy; calls only at 10 µM (by protocol); actives 0.98% (n = 190,000); AID 463193; MEF GFP-LC3 puncta imaging; test concentration mostly 10 µM;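 active = percentage of spot-positive cells more than 3 SD above its plate mean, without a fluorescence outlier flag or 80% toxicity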;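 also: spot-positive cell cutoff set from DMSO-treated cells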
Ins promoter up cell count – second read-out of Ins promoter up, no call of its own (marks repeat the call); cell count; measured here: cytotoxicity, nuclei count;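 total cells summed across four imaged fields per well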
Lipid droplet cells 6.5 µM – second read-out of Lipid droplet, no call of its own (marks repeat the call); cell count; measured here: cell count, cytotoxicity flag;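 cells counted across two imaged fields per well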
b-catenin transl cell count 5 µM – recorded beside b-catenin transl, whose call it bears; cell count; measured here: cell count, cytotoxicity flag
T cell modulator vesicle-bound % – recorded beside T cell modulator, whose call it bears; double positive events, %; measured here: CD8+ vesicle-bound cell fraction;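 binding gate set so that unloaded-vesicle control wells show 10% double positive cells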
MT stabilizer Hoechst-high % – second read-out of MT stabilizer, no call of its own (marks repeat the call); % Hoechst-high responders; measured here: nuclear condensation Hoechst responders;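 share of cells brighter than vehicle mean plus two SD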
MT stabilizer cytotoxicity % – second read-out of MT stabilizer, no call of its own (marks repeat the call); toxicity, %; measured here: cytotoxicity by cell density;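 0% = mean cell density of plate MIN control wells and 100% = no cells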
Autophagy HCS cell loss 18 h – also measured in Autophagy HCS; calls as there; toxicity, %; measured here: cell loss, nuclei count;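 cell loss after 18 h compound exposure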
Starred values were filed as active, the others as inactive; i = inactive; x = no result given. Rule as the data show it, unless noted: active = inhibition above about 50%; inactive = the rest.

canonical_smiles	MT stabilizer Hoechst-high %	Autophagy HCS cell loss 18 h	PMI inhibitors	human PMI inhibitors	Ins promoter up	MT stabilizer	T cell modulator vesicle-bound %	MT stabilizer cytotoxicity %	Lipid droplet cells 6.5 µM	Lipid droplet	Ins promoter up cell count	TNAP activators	Autophagy HCS	b-catenin transl	b-catenin transl cell count 5 µM	T cell modulator
COc1ccc(CCNC(=O)C(Sc2ccccn2)c2ccccc2)cc1OC (stereo not given)	x	x	x	x	-0.18	x	12	x	790	1	1606	x	x	-2.1	1143	i
O=C(CCC(=O)N/N=C/c1ccc(Br)s1)NCc1ccccc1	2.3	-5	4%	11%	-0.15	3.0	40	1.3	711	4	1269	1.1	i	-3.0	539	i
CC(C)CC(C(=O)NCC1CCCO1)N(C(=O)Cn1nnc(-c2ccc(F)cc2)n1)c1ccccc1F (stereo not given)	0.6	3	11%	6%	x	1.0	51	7.8	x	x	x	1.1	i	x	x	i
O=c1[nH]c(=O)n([C@H]2C[C@H](O)[C@@H](CO)O2)cc1F	1.2	-11	3%	6%	x	3.2	63	26	398	-75	x	1.1	i	x	x	i
COc1cc(C(=O)NCc2ccc(-c3nc4ccccc4o3)cc2)cc(OC)c1OC	1.4	2	23%	12%	1.9	2.3	5	1.7	732	2	1139	1.1	i	3.0	1110	i
COc1ccc(/C=N/NC(=O)c2ccc(Br)o2)cc1Cn1cc([N+](=O)[O-])cn1	3.1	-4	6%	10%	0.61	3.1	6	3.6	658	0	1066	1	i	-1.6	559	i
CC(=O)CCc1oc2ccc(C)cc2c1-c1ccccc1	x	x	x	x	-0.76	x	28	x	751	2	1226	x	x	-0.7	1389	i
O=C(CCNC(=O)c1ccccc1)N=Nc1c(O)[nH]c2ccccc12	1.5	1	-4%	2%	-0.31	5.3	49	3.4	632	-15	1293	1.2	i	1.4	1117	i

(next part)
canonical_smiles	MT stabilizer Hoechst-high %	Autophagy HCS cell loss 18 h	PMI inhibitors	human PMI inhibitors	Ins promoter up	MT stabilizer	T cell modulator vesicle-bound %	MT stabilizer cytotoxicity %	Lipid droplet cells 6.5 µM	Lipid droplet	Ins promoter up cell count	TNAP activators	Autophagy HCS	b-catenin transl	b-catenin transl cell count 5 µM	T cell modulator
O=C(NCCN1CCOCC1)C(=O)NCC1OCCN1C(=O)c1ccc(Cl)cc1 (stereo not given)	2.1	24	-6%	-5%	1	2.8	28	6.3	708	0	1160	1	i	-0.2	551	i
Cc1cc(NC(=O)CCC(=O)N(Cc2cccs2)C(C(=O)NC2CCCC2)c2ccccc2)no1 (stereo not given)	2.5	-14	5%	3%	x	5.6	22	7.6	784	25	x	1.1	i	-0.1	476	i
O=C1CCCN1CCCNS(=O)(=O)c1cccc(F)c1	2.9	-10	-16%	-6%	-0.62	2.1	25	8.9	701	7	1221	1.1	i	1.0	1073	i
Cc1cc(C)nc(N2CCCC(C(=O)NCc3ccc4c(c3)OCO4)C2)n1 (stereo not given)	2.6	10	-3%	-5%	x	2.1	15	6.5	642	-34	x	1.1	i	0.2	1630	i
Cc1[nH]nc(N)c1-c1ccc(Cl)cc1	1.9	-3	4%	6%	0.34	3.0	52	6.0	624	-18	1366	1.2	i	-1.9	1070	i
CC(NC(=O)C(=O)NN=C1CCCCCCCCCCC1)c1ccccc1 (stereo not given)	2.5	6	13%	6%	0.56	2.1	25	11	x	x	1611	1	i	2.0	1406	i
CC(C)C(C)NC(=O)COc1ncnc2ccccc12 (stereo not given)	1.7	-8	7%	2%	-0.59	2.4	7	8.8	828	-2	857	1.1	i	-4.7	1200	i
CCCCSc1nc(C)c(CC(=O)O)c(=O)[nH]1	2.2	27	3%	5%	0.25	5.2	53	8.7	x	x	1209	1.1	i	-1.8	1043	i

Retrieved by compound from the list above:
canonical_smiles	MT stabilizer Hoechst-high %	Autophagy HCS cell loss 18 h	PMI inhibitors	human PMI inhibitors	Ins promoter up	MT stabilizer	T cell modulator vesicle-bound %	MT stabilizer cytotoxicity %	Lipid droplet cells 6.5 µM	Lipid droplet	Ins promoter up cell count	TNAP activators	Autophagy HCS	b-catenin transl	b-catenin transl cell count 5 µM	T cell modulator
Cc1cc(NC(=O)CCC(=O)N(Cc2cccs2)C(C(=O)NC2CCCC2)c2ccccc2)no1 (stereo not given)	2.5	-14	5%	3%	x	5.6	22	7.6	784	25	x	1.1	i	-0.1	476	i
CC(NC(=O)C(=O)NN=C1CCCCCCCCCCC1)c1ccccc1 (stereo not given)	2.5	6	13%	6%	0.56	2.1	25	11	x	x	1611	1	i	2.0	1406	i

Of the compounds above, these have an aryl thioether with sulfur outside any ring.
canonical_smiles	MT stabilizer Hoechst-high %	Autophagy HCS cell loss 18 h	PMI inhibitors	human PMI inhibitors	Ins promoter up	MT stabilizer	T cell modulator vesicle-bound %	MT stabilizer cytotoxicity %	Lipid droplet cells 6.5 µM	Lipid droplet	Ins promoter up cell count	TNAP activators	Autophagy HCS	b-catenin transl	b-catenin transl cell count 5 µM	T cell modulator
COc1ccc(CCNC(=O)C(Sc2ccccn2)c2ccccc2)cc1OC (stereo not given)	x	x	x	x	-0.18	x	12	x	790	1	1606	x	x	-2.1	1143	i
CCCCSc1nc(C)c(CC(=O)O)c(=O)[nH]1	2.2	27	3%	5%	0.25	5.2	53	8.7	x	x	1209	1.1	i	-1.8	1043	i

The list goes on.
canonical_smiles	MT stabilizer Hoechst-high %	Autophagy HCS cell loss 18 h	PMI inhibitors	human PMI inhibitors	Ins promoter up	MT stabilizer	T cell modulator vesicle-bound %	MT stabilizer cytotoxicity %	Lipid droplet cells 6.5 µM	Lipid droplet	Ins promoter up cell count	TNAP activators	Autophagy HCS	b-catenin transl	b-catenin transl cell count 5 µM	T cell modulator
COc1ccccc1NC(=S)N1CCN(Cc2ccccc2)CC1	2.4	-9	-9%	-11%	0.85	3.6	29	6.6	610	-7	1385	1	i	-0.7	568	i
COc1cc(-c2nnc(SCC(=O)N3c4ccccc4Sc4ccccc43)o2)cc(OC)c1OC	2.7	-2	5%	-7%	x	3.1	52	7.5	746	-17	x	1	i	-0.6	1090	i
O=C1CN(C(=O)CSc2nnc(Nc3ccccc3)s2)c2ccccc2N1	1.9	-2	15%	11%	0.5	2.4	36	5.1	670	-17	1343	1.1	i	x	x	i
CC(C)CNc1nc(=S)nc(N(C)C)[nH]1	2.1	27	14%	16%	0.25	3.7	57	7.5	x	x	1480	1	i	-1.3	1392	i
Cc1cc(=O)oc2cc(OCCCN3C(=O)c4ccccc4C3=O)ccc12	3.1	-3	-5%	-6%	-0.33	3.6	41	1.7	633	-7	1383	0.9	i	1.6	1223	i
O=S(=O)(c1ccccc1)N1CCN(CC2CC3C=CC2C3)CC1 (stereo not given)	1.6	11	8%	4%	-0.46	2.0	45	3.4	710	23	1552	1.1	i	1.2	1624	i
CCN(CC)CCOc1c(C)cccc1Cl	2.3	15	-12%	-5%	-0.55	2.3	35	8.3	699	-7	1330	1	i	-0.9	1123	i
COc1ccc(-n2nnnc2SCC(=O)NC(=O)Nc2ccc3c(c2)OCCO3)cc1	1.1	0	18%	4%	x	1.7	61	1.2	721	3	x	1.1	i	1.9	1267	i

Next compounds follow.
canonical_smiles	MT stabilizer Hoechst-high %	Autophagy HCS cell loss 18 h	PMI inhibitors	human PMI inhibitors	Ins promoter up	MT stabilizer	T cell modulator vesicle-bound %	MT stabilizer cytotoxicity %	Lipid droplet cells 6.5 µM	Lipid droplet	Ins promoter up cell count	TNAP activators	Autophagy HCS	b-catenin transl	b-catenin transl cell count 5 µM	T cell modulator
c1ccc(-c2nc(N3CCN(c4ccccc4)CC3)nc(-n3ccnc3)n2)cc1	3.3	-2	6%	-1%	0.15	4.3	52	8.6	x	x	1109	1	i	-3.4	1416	i
COc1ccc(NC(=O)N(Cc2cccs2)Cc2cc3cc4c(cc3[nH]c2=O)OCO4)cc1	4.4	12	12%	22%	-0.57	4.6	48	8.5	651	12	1216	1.1	i	-3.3	552	i
CC(=O)N1CCN(C(=O)CCc2nnc(CCCCc3ccccc3)o2)CC1	1.1	-2	-3%	-5%	-0.14	1.0	37	5.3	733	8	1695	1.1	i	-1.8	998	i
Cn1c(=N)c(S(=O)(=O)c2ccccc2)cc2c(=O)n3ccccc3nc21	1.8	-2	3%	-2%	-1.1	2.2	52	0.1	693	-23	992	1.1	i	x	x	i
COC(=O)c1onc(C(=O)c2ccccc2)c1C(=O)OC	1.6	-7	12%	12%	0.37	2.0	52	6.0	716	0	1301	1.1	i	x	x	i
Cn1c2c(c(=O)[nH]c1=O)C(c1ccc(O)cc1)C1=C(N2)c2ccccc2C1=O (stereo not given)	5.8	38	-68%	-69%	-0.18	4.0	26	14	709	6	1212	0.9	i	-0.3	1063	i
O=S(=O)(N1CCOCC1)n1c(Cc2ccccc2)nc2ccccc21	1.7	-3	17%	6%	0.41	3.3	34	13	613	-31	1289	1.1	i	0.1	1007	i
CC(=O)Nc1ccc(Nc2ncc([N+](=O)[O-])c(Nc3ccc(NC(C)=O)cc3)n2)cc1	3.5	9	-13%	12%	-0.2	7.7	36	4.9	x	x	1559	0.9	i	3.3	1278	i

Next section
canonical_smiles	MT stabilizer Hoechst-high %	Autophagy HCS cell loss 18 h	PMI inhibitors	human PMI inhibitors	Ins promoter up	MT stabilizer	T cell modulator vesicle-bound %	MT stabilizer cytotoxicity %	Lipid droplet cells 6.5 µM	Lipid droplet	Ins promoter up cell count	TNAP activators	Autophagy HCS	b-catenin transl	b-catenin transl cell count 5 µM	T cell modulator
O=C(Nc1ncc(Cc2ccc(Cl)cc2Cl)s1)c1ccc([N+](=O)[O-])cc1	5.5	5	1%	6%	-0.12	4.2	28	5.1	685	-10	1141	1	i	-1.7	892	i
COc1ccc(Cl)cc1NC(=S)NCc1ccc(S(N)(=O)=O)cc1	1.1	2	-5%	-8%	-0.03	3.3	50	5.1	602	18	1418	1	i	1.1	985	i
Cc1cccc(NC(=S)NCCSc2ccc(Cl)cc2)c1	3.3	-4	8%	8%	-0.14	3.2	13	10	730	-28	1176	1.2	i	x	x	i
COc1ccc(OC(C)C(=O)Nc2ccc(F)cc2F)cc1 (stereo not given)	2.4	-8	6%	7%	0.48	1.5	53	7.3	774	-2	1506	1.1	i	0.2	1468	i
